# High-throughput results as filed in PubChem BioAssay.
# M1 ag = human M1 muscarinic receptor agonists, primary screen, Fluo-8 calcium fluorescence, CHO-K1 cells, HTS. CHO-K1 hM1, agonist mode; 0% DMSO, 100% acetylcholine EC100. 0.33% of 360,000 active. Muscarinic acetylcholine receptor M1 (Homo sapiens), P11229. activation, % at 3 µM;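 active = activation above the run's mean compound activation plus 3 SD, cut at about 16% in these data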;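 note: peak over basal fluorescence ratio within a 140 s kinetic read after compound addition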
# Target sequence (P11229 whole entry, looked up): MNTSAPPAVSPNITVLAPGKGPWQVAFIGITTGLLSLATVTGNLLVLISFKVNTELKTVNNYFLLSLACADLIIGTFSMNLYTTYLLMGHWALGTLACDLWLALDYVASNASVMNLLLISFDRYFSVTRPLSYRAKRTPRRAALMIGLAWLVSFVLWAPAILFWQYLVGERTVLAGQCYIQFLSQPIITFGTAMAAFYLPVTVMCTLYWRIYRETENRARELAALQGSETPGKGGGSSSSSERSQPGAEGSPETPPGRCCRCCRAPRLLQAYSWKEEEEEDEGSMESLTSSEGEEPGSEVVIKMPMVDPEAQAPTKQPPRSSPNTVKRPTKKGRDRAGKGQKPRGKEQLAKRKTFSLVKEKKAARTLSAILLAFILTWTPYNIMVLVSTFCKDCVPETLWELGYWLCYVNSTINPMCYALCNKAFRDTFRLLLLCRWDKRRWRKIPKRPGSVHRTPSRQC
# M1 ag parental = counter-screen for M1 agonists: effect in parental CHO-K1 cells. 0.48% of 360,000 active. activation, % at 3 µM. Fluo-8 calcium fluorescence; scaled to maximal ATP response, vehicle zero; in the data active = activation above about 15%;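 note: untransfected CHO-K1 host cells lacking M1 receptor as counterscreen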
# CHO parental Ca = ATP-evoked calcium signal inhibitors, parental CHO, primary screen, counter-screen for OX1R antagonist project, cell-based, fluorescence, Fluo-8 calcium dye | inhibition, % at 5.6 µM | 0.63% of 330,000 active | parental CHO-K1, ATP-induced calcium, Fluo-8 fluorescence;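 active = inhibition above that plate's mean sample inhibition plus 3 SD, cut at about 26% in these data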;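 note: 0% = ATP-challenged DMSO wells and 100% = DMSO wells without ATP; some compounds past the cut are filed as inactive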
#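 Measured by: calcium-sensitive Fluo-8 fluorescence / Test system: CHO parental line / Controls: ATP-challenged DMSO wells low, unchallenged DMSO wells high / Measure: % inhibition / Compound: single nominal dose of 5.6 µM per compound / Replicates: single well per compound, no replicates / Reagent: ATP as calcium-mobilizing challenge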
# M4 antag = human M4 muscarinic receptor antagonists, primary screen, CHO cells, Fluo-8 calcium fluorescence. inhibition, % at 3 µM. 0.73% of 360,000 active. AID 624125, 2012. CHO-hM4 cells, ACh EC80. Muscarinic acetylcholine receptor M4 (Homo sapiens), P08173;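 active = inhibition above its plate's cutoff, the mean inhibition of sample wells plus 3 SD, cut at about 27% in these data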;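 note: 0% = acetylcholine EC80 with DMSO and 100% = DMSO without agonist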
# Target sequence (P08173 whole entry, looked up): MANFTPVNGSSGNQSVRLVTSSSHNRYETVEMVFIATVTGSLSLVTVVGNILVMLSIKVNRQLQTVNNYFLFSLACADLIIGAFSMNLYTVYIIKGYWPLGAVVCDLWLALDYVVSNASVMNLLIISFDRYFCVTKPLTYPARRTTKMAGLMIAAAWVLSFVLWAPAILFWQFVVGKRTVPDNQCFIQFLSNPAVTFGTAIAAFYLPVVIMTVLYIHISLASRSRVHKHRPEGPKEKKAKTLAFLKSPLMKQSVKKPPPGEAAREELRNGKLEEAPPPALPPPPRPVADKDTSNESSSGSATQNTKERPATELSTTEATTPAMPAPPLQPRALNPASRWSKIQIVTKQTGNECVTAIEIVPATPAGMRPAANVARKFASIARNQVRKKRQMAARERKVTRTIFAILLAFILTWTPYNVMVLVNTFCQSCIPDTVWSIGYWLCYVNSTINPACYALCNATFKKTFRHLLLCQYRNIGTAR
# CHRM1 antagonist = human M1 muscarinic receptor antagonists, primary screen, CHO-K1 cells, Fluo-8 calcium fluorescence, 1536-well; Muscarinic acetylcholine receptor M1 (Homo sapiens), P11229; CHO-K1 hM1, ACh EC80 antagonist; inhibition, % at 3 µM; 1.3% of 360,000 active;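 active = percent inhibition above its own plate's cutoff, namely the mean of that plate's compound wells plus 3 SD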;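 note: peak over basal fluorescence ratio during 140 s after agonist addition; 0% = ACh EC80 plus DMSO and 100% = DMSO alone without agonist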
# OXTR potentiator = human OXTR potentiators, primary screen, fluorescence, CHO-OTR cells, Fluo-8 calcium; 0.061% of 320,000 active; activation, % at 3 µM; Oxytocin receptor (Homo sapiens), P30559; Fluo-8 calcium fluorescence, potentiator mode; 0% = oxytocin EC15, 100% = EC100;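 active = activation above that plate's cutoff, the mean activation of tested compounds plus 3 SD, cut at about 6.6% in these data, passing the limit was not always enough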;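 note: 100% uses oxytocin at 75 nM as the full agonist control; some results filed as inactive read as strong as hits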
#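 Measured by – Fluo-8 calcium dye fluorescence · Test system – human OTR in CHO cells · Dosing – one concentration, 3.0 µM compound · Controls – EC15 oxytocin alone as 0%, 75 nM oxytocin as 100% · Evaluation – normalized max/min fluorescence ratio, % activation · Timing – 6 min pre-incubation, 100 s read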
# CHO-K1 Ca antag = M1 antagonist counterscreen hit in parental CHO-K1 cells. inhibition, % at 3 µM. ATP-induced calcium, Fluo-8 fluorescence. 0.6% of 360,000 active;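 active = inhibition above a per-plate cutoff, the plate's mean sample inhibition plus 3 SD, cut at about 24% in these data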;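 note: 0% = DMSO plus EC80 ATP and 100% = DMSO alone without ATP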
# CHRM4 agonist = human M4 muscarinic receptor agonists, primary screen, CHO-K1 cells, Fluo-8 calcium fluorescence | CHO-K1 hM4/Gqi5; vehicle 0%, full acetylcholine response 100% | activation, % at 3 µM | 0.14% of 360,000 active;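 active = activation above the run mean over all test wells plus 3 SD, cut at about 32% in these data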;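 note: peak over basal fluorescence ratio per well then scaled between controls; 0% = DMSO wells and 100% = acetylcholine at EC100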
# M1 PAM = human M1 muscarinic receptor positive allosteric modulators, primary screen, CHO-K1 cells, Fluo-8 calcium fluorescence, 1536-well; CHO-K1 hM1, ACh EC20; 0% = ACh EC20, 100% = maximal ACh; activation, % at 3 µM; 0.088% of 360,000 active; AID 588819, 2011; in the data active = activation above about 19%, passing the limit was not always enough
# An asterisk follows results filed as active; / = no result given.
# Every second line gives: M1 ag	M1 ag parental	CHO parental Ca	M4 antag	CHRM1 antagonist	OXTR potentiator	CHO-K1 Ca antag	CHRM4 agonist	M1 PAM
Cc1cccn2cc(-c3ccc(Cl)cc3)nc12
  -5	-0.5	-10	-6	-12	-1	-9	-1	9
O=C(c1ccoc1)N1CCC2(CC1)Oc1ccc(F)cc1C(=O)C21CC(c2ccccc2)=NO1 (stereo unspecified)
  -3	-0.3	-15	1	-12	-8	-12	3	12
CCCCOC(=O)c1ccc(NC(=O)C(=O)NCCN(C)C)cc1
  -7	2.0	-6	15	18	-4	-8	5	-9
Cc1ccc(CNC(=O)C2CCCN(S(C)(=O)=O)C2)cc1 (stereo unspecified)
  -1	-0.3	-5	-1	10	-3	2	1	6
O=[N+]([O-])c1ccc(C(O)C(CO)NC(=S)Nc2ccccc2)cc1 (stereo unspecified)
  -1	-0.5	-10	-10	-19	2	6	1	9
CC1=C(C(=O)OC(C)C)C(c2coc3ccccc3c2=O)C2=C(CCCC2=O)N1 (stereo unspecified)
  -5	0.3	-11	11	-11	-8	-5	1	0
Cc1nc2scc(C)n2c(=O)c1S(=O)(=O)NCCc1ccc(Cl)cc1
  -4	-0.3	1	-12	-5	-7	13	1	2
COC(=O)c1ccc2c(CCO)c[nH]c2c1
  0	0.3	-5	-6	-11	0	-11	2	12
Cc1ccccc1NS(=O)(=O)c1ccc(NC(=O)c2nc3ncccn3n2)cc1
  -6	1.3	-18	6	-6	-5	-6	2	8
S=C(NCCN1CCOCC1)N/N=C/c1cccs1
  0	1.3	-7	-7	-10	-8	-24	2	11
COc1ccc(C2Nc3ccccc3C(=O)N2c2ccccc2)cc1CN1CCOCC1 (stereo unspecified)
  -14	-0.1	-10	2	1	-12	3	1	-1
Cc1cccc(-c2cc3nc(C)c(C)c(NCCCn4ccnc4)n3n2)c1
  -2	1.9	-24	0	8	-3	-13	4	-1
CCOc1cc2c(cc1OCC)C(C(=O)O)C(c1cc(OC)c(OC)c(OC)c1)N(C)C2=O (stereo unspecified)
  -3	0.3	-2	3	-3	-6	3	1	7
O=C(Nc1cccnc1)c1cc(-c2ccccc2O)on1
  -1	2.9	-5	-2	-5	-5	-9	5	5
O=C(CSc1ncnc2c1cnn2-c1ccccc1)NC1CCS(=O)(=O)C1 (stereo unspecified)
  -4	1.6	-12	-7	-16	-2	-13	3	9
O/N=C/c1ccc(OCc2ccccc2)c(Br)c1
  -6	0.3	12	2	-3	-6	-9	1	3
Cc1cc(N2CCCCC2)nc(N2CCOCC2)n1
  -4	0.1	17	13	2	-14	8	-1	1
CC1CC(=O)NN=C1c1ccc(N)c([N+](=O)[O-])c1 (stereo unspecified)
  -6	0.6	-11	-2	-1	0	4	1	5
CCCN1CN(Cc2ccco2)c2nc3ccccc3n2C1
  -5	1.4	-7	-1	-6	-2	1	0	3
Cc1[nH]c(C)c(S(=O)(=O)N(C)Cc2ccccc2)c1C(=O)N1CCCC1
  -3	0.0	-18	5	1	-10	-4	0	1
CCOc1c(Br)cc(/C=C2\N=C(C)OC2=O)cc1Br
  -5	-0.7	/	-10	8	/	-6	0	-2
Cc1ccc(NC(=S)N(CCN2CCOCC2)Cc2ccccc2F)cc1Cl
  -5	0.3	-15	8	4	-8	-9	1	-3
O=C(NCc1ccc(C(F)(F)F)cc1)c1ccc(-c2cccnc2)c2ccoc12
  -4	0.4	/	3	1	/	-10	2	-4
CC(C)Cn1c(=S)[nH]c2cc(C(=O)NCc3ccccc3F)ccc2c1=O
  -1	0.9	-2	-6	3	-11	-14	4	4
N#Cc1ccc(-c2ccc(OCC(O)CN3CCOCC3)cc2)cc1 (stereo unspecified)
  -2	1.0	-13	5	16	-2	7	4	-8
C(=N\N1CCN(Cc2ccccc2)CC1)/c1cccnc1
  -9	1.2	-8	5	-7	-4	-3	1	3
Nc1nc(-c2ccc([N+](=O)[O-])cc2)c(C(=O)Nc2ccc(Cl)cc2)s1
  -1	0.9	-2	5	-16	1	-7	0	14
O=C(Nc1ccc(Cl)cc1)N1CCC(c2nc(-c3ccc(F)cc3)no2)CC1
  -4	12	11	19	58*	-13	16	21	-33
O=C(CSc1c2c(nc3ccccc13)CCCC2)NCc1ccco1
  -3	0.5	-18	-5	6	-3	-7	2	-4
C/C(=N\NC(=O)c1ccc(F)cc1)c1cccc(NC(=O)c2cccc(F)c2)c1
  -2	2.0	-14	-14	-6	-2	-8	5	2

# An excerpt from above in order of their number in CHRM1 antagonist, ascending:
Compound,M4 antag,CHRM1 antagonist,CHRM4 agonist,M1 PAM
Cc1nc2scc(C)n2c(=O)c1S(=O)(=O)NCCc1ccc(Cl)cc1,-12,-5,1,2
Cc1ccc(CNC(=O)C2CCCN(S(C)(=O)=O)C2)cc1 (stereo unspecified),-1,10,1,6
O=C(Nc1ccc(Cl)cc1)N1CCC(c2nc(-c3ccc(F)cc3)no2)CC1,19,58*,21,-33

# Other records.
# Every second line gives: M1 ag	M1 ag parental	CHO parental Ca	M4 antag	CHRM1 antagonist	OXTR potentiator	CHO-K1 Ca antag	CHRM4 agonist	M1 PAM
COc1ccc(CNC(=O)C2CCCN(c3nc4ccccc4o3)C2)c(OC)c1 (stereo unspecified)
  -5	-0.1	-29	2	0	-4	3	1	-1
CN(Cc1ccccc1)C(=O)c1ccc(NC(=O)Cc2cccc(NC(=O)C3CCN(C(=O)C4CCCCC4)CC3)c2)cc1
  -3	0.3	-15	13	-7	3	-13	0	18
O=C(NCc1ccon1)C1CCC(=O)N(Cc2cccc(C(F)(F)F)c2)C1 (stereo unspecified)
  -5	-0.2	-2	-12	-2	-5	3	1	-1
CN1CCN(C(=O)c2cc3c(c(-c4cccc(-c5cccnc5)c4)n2)[C@@H](CCO)N(C(=O)CC2CC2)C3)CC1
  /	1.4	/	-9	/	/	-27	1	/
COc1ccc(NC(=O)CN(C)C(=O)CCC2CCCC2)cc1
  -3	0.1	/	-3	0	/	-4	1	8
Cc1ccc(S(=O)(=O)N/N=C\c2cn(-c3ccccc3)nc2-c2ccccc2)cc1
  -3	0.1	-10	-2	-27	-6	-23	1	4
c1ccc(-c2ccc(-c3ccccn3)s2)nc1
  -4	3.4	-16	11	19	2	3	12	-11
CCOc1ccc(Br)cc1C(=O)N/N=C/c1ccc([N+](=O)[O-])cc1
  -10	0.1	-14	-1	-6	-4	-6	0	7
Cc1ccc(N2CC(C(=O)Nc3nnc(SCc4cccnc4)s3)CC2=O)cc1 (stereo unspecified)
  -4	1.2	-16	-11	-7	0	-4	3	2
Cn1ccnc1C1CCCCN1C(=O)c1cc(COc2ccc(F)cc2F)on1 (stereo unspecified)
  -8	2.2	-4	6	20	-3	-1	2	-15
O=C(c1ccc(CS(=O)Cc2cccc(Cl)c2)o1)N1CCN(c2ccc(F)cc2)CC1 (stereo unspecified)
  -3	5.2	/	-1	8	/	-7	10	-8
CC(=O)Nc1nc(C)c(Cc2ccccc2)c(=O)[nH]1
  0	0.3	-14	-17	-1	-22	2	1	7
COc1ccc(S(=O)(=O)N(CC(=O)N/N=C/c2cccs2)c2ccc(C)cc2)cc1OC
  2	1.6	-10	-6	-30	-17	-7	7	-3
CN(C)CCNC(=O)c1onc(CSc2ccc(F)cc2)c1C(=O)NCCN(C)C
  -10	0.3	-7	-1	14	-10	-9	0	-5
Cn1ncc(Br)c1C(=O)NC1CCCCCC1
  -3	0.8	/	-4	-8	/	-3	0	4
CCn1nnc2cc(C(=O)N3CCC(C(=O)OC)CC3)ccc21
  -1	0.5	-10	0	-10	-7	-14	1	19
COc1ccc(-c2cn(CCC(=O)NCc3ccc(C)cc3)c(CCN)n2)cc1
  -8	-0.1	-10	10	4	-9	-6	0	-5
CC1CCCCC1NC(=O)CCS(=O)(=O)c1ccc2c(c1)NC(=O)CO2 (stereo unspecified)
  -2	0.0	-1	8	-4	-2	-21	0	6
Nc1ccc2nc(CCCCc3nc4ccccc4[nH]3)[nH]c2c1
  -7	0.3	/	-4	-9	/	-10	0	4
O=[N+]([O-])c1cccc(C2Nc3cccc4cccc(c34)N2)c1
  -4	0.7	-3	2	7	-3	-4	0	2
O=C1C(=NO)C(c2ccccc2)Oc2ccccc21 (stereo unspecified)
  -1	-0.5	/	3	-4	/	0	0	1
COc1ccc(CCNC(=O)CCC(=O)n2ncc3cc(C)ccc32)cc1OC
  -4	0.5	-6	-20	-9	-3	-13	0	9
O=C(CN1CCSCC1)N/N=C/c1ccc(F)c(F)c1
  -2	0.1	-15	-7	-2	-5	-5	0	1
CC(C)C(NC(=O)c1ccccc1)C(=O)N/N=C\c1ccco1 (stereo unspecified)
  -8	0.0	-2	-6	-5	2	-8	0	2
CCOC(=O)CCn1nc(-c2ccccc2)cc1N
  -3	0.7	-17	-4	-8	-7	-11	0	2
Cc1ccc(CSCC(=O)N2CCCC2)cc1
  -4	0.0	8	-9	-4	7	-7	1	4
O=C(NC(=S)NCc1ccccc1)C1CC1
  -10	-0.3	-8	4	8	3	1	0	-4
COc1ccc(C2CC(=O)Nc3ccccc3S2(=O)=O)cc1OC (stereo unspecified)
  -3	0.4	-12	-3	-5	-7	0	1	4
Cc1ccc(/C=N/NC(=O)c2cccs2)s1
  -5	-0.1	-12	13	-2	0	2	0	-3
COc1ccccc1NC(=O)Cn1c([N+](=O)[O-])cnc1C
  -2	0.3	7	0	6	-9	9	1	-3
CCC1CCC2(CC1)NC(=O)N(CC(=O)NCc1ccc(Cl)cc1)C2=O (stereo unspecified)
  -6	-0.9	-28	-17	6	-6	-19	2	-7
O=c1[nH]c(=O)n(C2OC(CO)C(O)C2O)cc1Br (stereo unspecified)
  -2	1.0	-2	-9	-15	-3	-10	2	12
CN1CCN(CCC(=O)N/N=C/c2ccccn2)CC1
  -3	1.2	-5	1	-8	-5	-17	1	1
CCCC1(c2ccccc2)NC(=O)N(CC(=O)Nc2sc(-c3ccccc3)cc2C(=O)OCC)C1=O (stereo unspecified)
  -2	-0.1	-24	-3	-5	-4	-9	0	4
CCC1(CC)NC(=O)N(CC(=O)OCC(=O)Nc2ccccc2OC(F)F)C1=O
  -1	0.4	2	-2	-11	-5	-6	1	10
O=S(=O)(Nc1cccc(S(=O)(=O)N2CCOCC2)c1)c1cccs1
  0	-0.2	-3	6	12	-3	-1	0	-4
